# Coupling enz = qHTS Assay for Inhibitors of Fructose-1,6-bisphosphate Aldolase from Giardia Lamblia: Coupling assay counterscreen; coupling enzyme system counterscreen, AmpLite Red fluorescence; activity change, negative = inhibition, % at 58.2 µM, hits read low; 290,000 compounds, 0.67% hits; AID 2472, 2010; in the data active means activity change below about -30%
#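 Fluorescence at 525 nm excitation and 598 nm emission measured inhibition of the coupled detection system without aldolase. Compounds (at 57.5 uM final) were preincubated 10 min at room temperature with coupling enzyme reagent before a 20 min substrate/AmpLite Red step.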
# USP2a inh = qHTS Assay for Inhibitors of Ubiquitin-specific Protease USP2a Using CHOP2 as the Reporter. Ubiquitin carboxyl-terminal hydrolase 2 (Homo sapiens), O75604. USP2 core, Ub-CHOP2 coupled fluorogenic reporter, 485/531. Potency, µM (top dose mostly 38.3 µM), inactives show top-dose activity change, negative = inhibition, hits mostly inhibitors. 330,000 compounds, 0.01% hits;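 further: potency means the concentration at half of the fitted maximal effect; plate controls were DMSO wells for no effect and full inhibition by NEM control for full effect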
# Target sequence (O75604 whole entry, looked up): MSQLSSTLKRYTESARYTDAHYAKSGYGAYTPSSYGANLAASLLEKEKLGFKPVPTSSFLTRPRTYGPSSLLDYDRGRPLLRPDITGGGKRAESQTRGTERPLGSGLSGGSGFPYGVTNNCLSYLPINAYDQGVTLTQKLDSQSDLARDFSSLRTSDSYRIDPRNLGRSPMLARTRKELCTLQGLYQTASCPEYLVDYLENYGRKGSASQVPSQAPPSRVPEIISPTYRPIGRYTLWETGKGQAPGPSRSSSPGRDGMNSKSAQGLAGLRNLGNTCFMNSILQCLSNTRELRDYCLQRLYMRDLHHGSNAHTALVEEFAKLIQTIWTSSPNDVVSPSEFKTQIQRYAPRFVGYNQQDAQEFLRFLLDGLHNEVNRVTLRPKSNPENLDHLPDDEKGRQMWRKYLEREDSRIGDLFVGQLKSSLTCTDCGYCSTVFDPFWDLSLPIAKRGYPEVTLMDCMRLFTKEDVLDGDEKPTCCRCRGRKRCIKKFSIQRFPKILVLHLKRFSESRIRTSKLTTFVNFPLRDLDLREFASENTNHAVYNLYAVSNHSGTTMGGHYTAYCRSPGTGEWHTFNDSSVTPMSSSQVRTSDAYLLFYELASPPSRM
#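 Cell-free coupled assay: 10nM USP2 core preincubated 30min RT with compound in Tris-HCl pH 8.0/CaCl2/CHAPS buffer, then 25nM Ub-CHOP2 and 25nM reporter substrate; fluorescence (Ex 485/Em 531) read after 60min RT, normalized to NEM inhibition, concentration-response curves fitted.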
# Eya2 inh = qHTS Assay for Inhibitors of the Phosphatase Activity of Eya2; Protein phosphatase EYA2 (Homo sapiens), O00167; recombinant Eya2, OMFP fluorescence dephosphorylation (OMFP is methylfluorescein phosphate); Potency, µM (series often up to 76.9 µM), for the others: at the highest dose activity, negative = inhibition, actives largely listed as inhibitors; 330,000 compounds, 0.006% hits; further: potency means the concentration at half of the fitted maximal effect
#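 Eya2 (0.2 uM) preincubated 10 min at ambient with compound, then OMFP substrate added at 50 uM; 10 min reaction in 50 mM HEPES pH 7.5, 50 mM NaCl, 5 uM MgCl2, 0.05% BSA, 1 mM DTT. Fluorescence read at Ex 485/Em 525 nm.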
# BCR signal inh = qHTS Assay to Find Inhibitors of Chronic Active B-Cell Receptor Signaling | ABC-DLBCL IkBa-CBG/CBR reporter, luminescence ratio, 4 h | Potency, µM (highest dose often 46.1 µM), without a hit: top-dose ratio change, negative = lower green/red ratio, most hits filed as inhibitors | 340,000 compounds, 0.05% hits | AID 493014, 2011; active means well fitted inhibition curve with a large enough effect in the signal ratio, with a control signal flat, not every such curve was filed as active; inconclusive means small, poorly fitted or top-dose-only effect, or effect the other way, or a change in a side signal; the % refers to the signal ratio;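 further: potency means the concentration at half of the fitted maximal effect; plate controls were basal doxycycline-induced cells for no effect and cells given 10 µM MG132 for full effect; MG132 reads +100%, hits lower the ratio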
#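 Doxycycline induced both beetle luciferases in TMD8 lymphoma cells; IKK-driven degradation limits the IkappaBalpha-fused green signal, while red luminescence normalises for cell number and nonspecific effects. Compounds tested up to 46 uM, 4 hrs.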
# PKM2 act = qHTS Assay for Activators of Human Muscle isoform 2 Pyruvate Kinase. 260,000 compounds, 0.34% hits. Potency, µM (top dose mostly 57.5 µM), for the others: at the highest dose activation, usual class: activators. purified PKM2, Kinase-Glo ATP luminescence, activation; response scale: 0% is enzyme alone, no compound. Pyruvate kinase PKM (Homo sapiens), P14618; further: potency means the concentration at half of the fitted maximal effect; nearly all actives have a fitted effect of over 55% in size
# Target sequence (P14618 whole entry, looked up, canonical isoform): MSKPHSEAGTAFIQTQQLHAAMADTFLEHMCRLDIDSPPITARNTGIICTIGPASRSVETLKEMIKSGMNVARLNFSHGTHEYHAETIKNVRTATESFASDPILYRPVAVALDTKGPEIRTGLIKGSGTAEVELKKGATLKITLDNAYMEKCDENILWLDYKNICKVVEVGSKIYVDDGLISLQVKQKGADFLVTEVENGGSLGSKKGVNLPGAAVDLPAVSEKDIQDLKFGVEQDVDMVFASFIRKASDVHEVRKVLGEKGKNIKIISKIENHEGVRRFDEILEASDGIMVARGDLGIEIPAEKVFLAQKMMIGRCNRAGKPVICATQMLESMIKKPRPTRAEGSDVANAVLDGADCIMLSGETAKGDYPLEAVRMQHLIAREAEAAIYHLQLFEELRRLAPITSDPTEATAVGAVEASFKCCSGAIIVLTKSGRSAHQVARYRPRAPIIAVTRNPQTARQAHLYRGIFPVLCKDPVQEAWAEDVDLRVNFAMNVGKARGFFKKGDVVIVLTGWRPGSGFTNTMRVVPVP
#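 Kinase-Glo luminescence reports ATP generated from ADP (0.1 mM) and PEP (0.5 mM) by purified hPK-M2 after 1 h at room temperature, pH 7.2 imidazole buffer; intermediate enzyme activity allows detecting inhibitors and activators.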
# GALK inh = qHTS Assay for Inhibitors of Human Galactokinase (GALK); Purified GALK, Kinase-Glo residual ATP luminescence; Potency, µM (series often up to 57.5 µM), inactives show at the highest dose activity change, negative = inhibition, hits mostly inhibitors; 270,000 compounds, 0.007% hits; AID 1868, 2009; further: potency means the concentration at half of the fitted maximal effect
#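 Human GALK (5 nM) with 35 uM ATP and 100 uM galactose in 20 mM HEPES pH 8.0, 5 mM MgCl2, 60 mM NaCl, 1 mM DTT, 0.01% BSA. After 1 h at room temperature, leftover ATP was read by Kinase-Glo Plus luminescence.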
# uPA surface inh = qHTS for Inhibitors of Cell Surface uPA Generation | cell surface uPA generation assay, qHTS | Potency, µM (highest dose often 38.3 µM), for the others: at the top dose activity change, negative = inhibition, most hits filed as inhibitors | 330,000 compounds, 0.31% hits; active means well fitted inhibition curve with a large enough effect; inconclusive means small, poorly fitted or top-dose-only effect; inactive means no such curve, though single readings can be large or run the other way; tested in mouse RAW 264.7 cells; further: potency means the concentration at half of the fitted maximal effect; nearly all actives have a fitted effect of over 55% in size
# B2AR arrestin = qHTS assay of beta-arrestin-biased ligands of beta2-adrenergic receptor; 330,000 compounds, 0.02% hits; beta-arrestin recruitment to beta2AR, cell-based reporter; Beta-2 adrenergic receptor (Homo sapiens), P07550; Potency, µM (highest dose often 46.1 µM), without a hit: top-dose activation, hits mostly activators;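 further: potency means the concentration at half of the fitted maximal effect; 0% = DMSO controls and full agonism = EC100 isoproterenol or metaproterenol; nearly all actives have a fitted effect of over 65% in size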
# Giardia kill = Small Molecules that selectively kill Giardia lamblia: qHTS | 340,000 compounds, 0.15% hits | Giardia lamblia trophozoite viability | AID 540267, 2011 | activity change, % at 7.66 µM, hits read low; in the data active means activity change below about -80%; inconclusive means between about -30% and that limit;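 further: parasites exposed to compound for two days anaerobically before the ATP read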
#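 ATP-content bioluminescence gauges trophozoite survival. Cells (100/well) receive compound and incubate anaerobically for 48 hrs at 37 deg C; detection reagent follows for 15-30 min at room temperature.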
# KCNH2 3.1 block = qHTS for Inhibitors of KCHN2 3.1: Mutant qHTS; U2OS KCNH2 3.1, thallium flux FluxOr; stronger effect = lower value; AID 720553, 2013; 340,000 compounds, 0.95% hits; activity change, % (tested at about 1.8 µM);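 active means maximum activity change below -70%; inconclusive means maximum activity change from -70% to -50%; inactive means maximum activity change above -50%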;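 further: thallium influx rate constant from kinetic fluorescence after stimulation buffer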
#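 Thallium flux via FluxOr fluorescence (Red40 quencher, 45 min loading) in U2OS cells virally expressing the KCNH2 3.1 isoform (1.77 x 10^8 /mL virus, overnight at 37 C). Rate constants from 2-min kinetic reads post-stimulation, normalised to positive and negative controls.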
# KCNH2 WT inh = qHTS for Inhibitors of KCHN2 3.1: Wildtype qHTS | Voltage-gated inwardly rectifying potassium channel KCNH2 (Homo sapiens), Q12809 | U2OS, BacMam KCNH2, thallium flux FluxOr; stronger effect = lower value | activity change, % at 1.84 µM | 340,000 compounds, 0.37% hits | AID 720551, 2013;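 active means maximum activity change below -70%; inconclusive means maximum activity change between -70% and -50%; inactive means maximum activity change above -50%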
#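 U2OS cells were transduced with wild-type KCNH2 virus (2.03 x 10^8 / mL) for 4 h at room temperature, then cultured overnight at 37 C. Thallium flux was read with FluxOr dye. Rate constants were normalized to DMSO controls.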
# * hit, by the source's call; ? = inconclusive; . = no result given; [ ] = another dose, or the depositor's remark. Unless noted, the call rests on the fitted dose curve; in most records, active means well fitted curve in the direction sought with a large enough effect; inconclusive means small, poorly fitted or top-dose-only effect, or another doubt; inactive means no such curve, though single readings can be large; an effect the other way counts as inactive or inconclusive. Unless noted, on the % scale 0 is the no-effect control and ±100 the full control effect. Not a hit list; 2.4% or so of the library scored in one or more.
SMILES,Coupling enz,USP2a inh,Eya2 inh,BCR signal inh,PKM2 act,GALK inh,uPA surface inh,B2AR arrestin,Giardia kill,KCNH2 3.1 block,KCNH2 WT inh
O=C(c1cc(-c2cccc(Cl)c2)on1)N1CCOCC1,0,4%,-3%,?,-9%,-1%,-1%,-0.1%,-5,5,-7
Cc1ccn2c(CN(C)CCn3nc(C)cc3C)c(C(=O)N3CCCCCC3)nc2c1,2,0%,-1%,8%,14%,-2%,2%,-1.0%,-5,5,3
Nc1nc2ccccc2[nH]1,1,-6%,?,1%,.,0%,8%,0.2%,-1,21,9
O=C(NNc1cccc(Cl)n1)c1ccccc1CC[N+](=O)[O-],0,0%,-5%,-1%,.,14%,0%,0.2%,-3,-17,0
O=C(c1ccccc1)c1ccc(OCCCN2CCCC2)cc1,0,2%,0%,9%,-9%,4%,-4%,0.2%,1,-7,19
C=CCNC(=O)NC(=O)COC(=O)c1ccccc1Sc1ccc(C(F)(F)F)cc1[N+](=O)[O-],1,1%,-9%,0%,-1%,0%,1%,-0.3%,5,-1,-20
CC(=O)c1ccc(OCC(=O)Nc2ccc(N3CCCCC3)cc2)cc1,.,1%,5%,3%,.,.,-29%,0.0%,-3,-15,9
COC(=O)C1CN(C(=O)COc2ccc(Cl)c(C)c2)c2ccccc2O1 (stereo not given),-5,5%,-18%,?,.,2%,1%,-1.0%,-23,-10,-1
CC(C)(O)C#Cc1ccc(C(=O)N2CCN(c3ccc(F)cc3)CC2)cc1,-2,1%,0%,?,-2%,-3%,8%,0.0%,4,13,-6
CCCC(=O)Nc1c(-c2cccs2)c(=O)c2ccccc2n1CC,.,2%,-2%,-10%,-2%,0%,.,-0.6%,.,.,.
O=C(COC(=O)CC1CCCC1)Nc1ccc(Cl)cc1,.,4%,16%,-7%,.,.,-1%,3.8%,7,5,-4
O=C(c1ccc2nc(N3CCCCC3)sc2c1)N1CCN(Cc2ccc3c(c2)OCO3)CC1,-1,-3%,-2%,-3%,0%,-2%,-3%,0.2%,-11,-1,39
Cc1oc(-c2cc(F)ccc2F)nc1CN1CCN(c2cnccn2)CC1,1,1%,6%,-16%,?,2%,-3%,-0.4%,-9,-27,0
Cc1cccc(C(C(=O)NC2CCCC2)N(C(=O)c2csnn2)C2CCCC2)c1 (stereo not given),0,-1%,2%,4%,1%,-3%,7%,-0.3%,19,0,-5
CCC(C)NS(=O)(=O)c1ccc(OCC(=O)NCc2ccc3c(c2)OCO3)cc1 (stereo not given),-1,1%,-7%,-1%,1%,1%,2%,0.0%,-12,-1,-2
O=C(NN1C(=O)/C(=C/C=C/c2ccccc2)SC1=S)c1ccncc1,6,2%,-3%,?,12%,-4%,-9%,-0.7%,3,-30,-4
CC1CC(C)CN(S(=O)(=O)N2CCCC(C(=O)NCCc3ccc(Cl)cc3)C2)C1 (stereo not given),3,3%,-2%,8%,.,-2%,1%,-0.1%,14,-38,-1
COc1ccc(C(=O)NCc2cn3cccc(C)c3n2)cc1OC,4,1%,-2%,?,-8%,2%,-7%,-0.3%,-7,3,4
Cn1cc(CN2CCN(CCO)CC2)c(-c2ccc(Oc3ccccc3)cc2)n1,2,0%,-3%,?,-9%,4%,-6%,-1.1%,8,6,12
O=C(N/N=C/c1ccccn1)c1ccc(Cl)c(Cl)c1,1,-2%,-1%,?,2%,8%,.,0.4%,.,.,.

# Retrieved by compound from the list above, five records:
SMILES,Coupling enz,USP2a inh,Eya2 inh,BCR signal inh,PKM2 act,GALK inh,uPA surface inh,B2AR arrestin,Giardia kill,KCNH2 3.1 block,KCNH2 WT inh
O=C(N/N=C/c1ccccn1)c1ccc(Cl)c(Cl)c1,1,-2%,-1%,?,2%,8%,.,0.4%,.,.,.
COc1ccc(C(=O)NCc2cn3cccc(C)c3n2)cc1OC,4,1%,-2%,?,-8%,2%,-7%,-0.3%,-7,3,4
CC1CC(C)CN(S(=O)(=O)N2CCCC(C(=O)NCCc3ccc(Cl)cc3)C2)C1 (stereo not given),3,3%,-2%,8%,.,-2%,1%,-0.1%,14,-38,-1
Cn1cc(CN2CCN(CCO)CC2)c(-c2ccc(Oc3ccccc3)cc2)n1,2,0%,-3%,?,-9%,4%,-6%,-1.1%,8,6,12
O=C(COC(=O)CC1CCCC1)Nc1ccc(Cl)cc1,.,4%,16%,-7%,.,.,-1%,3.8%,7,5,-4

# (list continues)
SMILES,Coupling enz,USP2a inh,Eya2 inh,BCR signal inh,PKM2 act,GALK inh,uPA surface inh,B2AR arrestin,Giardia kill,KCNH2 3.1 block,KCNH2 WT inh
CCCOc1ccc(NC(=O)CC2C(=O)N(CC)C(=S)N2CCNC(C)=O)cc1 (stereo not given),2,0%,5%,?,9%,.,-2%,-0.3%,-5,13,8
O=C(c1ccccc1)c1cc[n+]([O-])cc1,2,-2%,-5%,-6%,-15%,-3%,-2%,-0.3%,4,-4,5
O=C(O)CC(Cn1cnnn1)c1ccccc1 (stereo not given),7,7%,0%,2%,6%,1%,-10%,-0.5%,-17,-3,3
CCCCn1c(C)cc2c(c1=O)[C@H]1O[C@](CCCCN3C(=O)c4ccccc4C3=O)(Cc3ccccc31)O2,-2,-1%[7.66 µM],1%[15.4 µM],?,0%[11.5 µM],.,.,0.0%[9.22 µM],.,.,.
C=CCN(C(=O)Cn1c(C(=O)OC)cc2oc(C)cc21)c1ccccc1,0,2%,-5%,10%,-5%,0%,0%,0.0%,5,-19,-19
Cc1cc([N+](=O)[O-])ccc1NC(=O)C[n+]1ccc(N(C)C)cc1,-1,1%,-5%,-10%,1%,-2%,0%,-1.0%,-4,5,0
COC(=O)c1sc2nc(N3CCCCC3)c3c(c2c1N)CCCC3,1,1%,-3%,?,-9%,0%,11%,-0.2%,1,-1,27
Cc1ccc(-n2c(SCC(=O)NC3CCCCC3)nc3c(c2=O)SCC3)cc1,1,2%,6%,?,2%,0%,17%,-0.6%,9,3,-2
CCCCC(=O)NNC(=O)c1c(O)c2ccccc2[nH]c1=O,-2,1%,6%,2%,-3%,-2%,4%,0.0%,17,7,6
Cc1ccnc(SCC(=O)n2c3c(c4ccccc42)CC(C)CC3)n1 (stereo not given),.,4%,-8%,-9%,-3%,-4%,0%,-0.3%,1,7,3
S=C(Nc1ccc(Cl)cc1)c1nc2ccccc2s1,0,0%,7%,5%,1%,1%,3%,0.2%,0,-24,-5
CCOc1cc(C(=O)NC)cc(OCC)c1OCC,0,3%,-17%,3%,2%,-1%,2%,-0.7%,1,-7,-14
CC(=O)c1cccc(S(=O)(=O)N2CCC(n3nnc4cc(F)ccc43)CC2)c1,5,-4%,-17%,-1%,-8%,3%,2%,0.4%,-12,-16,10
CC1CCc2cc(F)ccc2N1C(=O)c1cnc2sccn2c1=O (stereo not given),1,1%,19%,-1%,-5%,-4%,-62%,-0.5%,24,0,-2
O=C(CCC1CCCN(c2ncccn2)C1)NCc1ccccc1F (stereo not given),-2,-2%,-3%,1%,1%,3%,6%,-0.8%,11,24,-1
CCOc1ccc(N(C)Cc2cc(=O)oc3ccc(OCC)cc23)cc1,0,2%,-6%,2%,.,.,-4%,-0.6%,36[activator],-11,8
O=C(CSc1ncnc2c1oc1ccccc12)NCc1ccco1,-2,3%,-3%,1%,?,-2%,-14%,-0.4%,15,-14,0

# A draw from above in order of formula weight, ascending:
SMILES,Coupling enz,USP2a inh,Eya2 inh,BCR signal inh,PKM2 act,GALK inh,uPA surface inh,B2AR arrestin,Giardia kill,KCNH2 3.1 block,KCNH2 WT inh
CCCCC(=O)NNC(=O)c1c(O)c2ccccc2[nH]c1=O,-2,1%,6%,2%,-3%,-2%,4%,0.0%,17,7,6
O=C(CCC1CCCN(c2ncccn2)C1)NCc1ccccc1F (stereo not given),-2,-2%,-3%,1%,1%,3%,6%,-0.8%,11,24,-1
O=C(NN1C(=O)/C(=C/C=C/c2ccccc2)SC1=S)c1ccncc1,6,2%,-3%,?,12%,-4%,-9%,-0.7%,3,-30,-4

# Assay outcomes from PubChem BioAssay.
